Compound activity from PubChem.
EBI2 antag: blocks human EBI2 receptor beta-arrestin signaling. P32249. EBI2 beta-arrestin recruitment, luminescence, 7a,25-OHC stimulated. inhibition, % at 5 µM. 0.81% of 360,000 active. AID 651636; in the data active = inhibition above about 38%;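 also: enzyme fragment complementation signal reports receptor beta-arrestin coupling in cells; 0% = agonist plus DMSO wells and 100% = wells without agonist; some results beyond the cut were filed as inactive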
Gli-Sufu block: Gli-Sufu pathway antagonism. Sufu-KO-LIGHT fibroblasts, Gli luciferase reporter luminescence. 0.74% of 340,000 active. inhibition, % at 5 µM. AID 588413;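 active = inhibition above about 55%, limit read from the data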;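 also: 0% = DMSO-treated cells and 100% = wells with medium but no cells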
CXCR6 inh: CXCR6 (human) receptor inhibition. O00574. CHO-K1 PathHunter CXCR6 beta-arrestin, luminescence. inhibition, % at 20 µM. 0.36% of 360,000 active. AID 602244; in the data active = inhibition above about 34%, passing the limit was not always enough;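 also: antagonist mode with CXCL16 agonist at 10 nM final; 0% = 10 nM CXCL16 with DMSO and 100% = unstimulated wells without agonist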
UBC13 inh: human UBC13 polyubiquitination inhibition; P61088; UBC13 polyubiquitin chain formation, TR-FRET; inhibition, % at 20 µM; 0.47% of 330,000 active; in the data active = inhibition above about 45%, passing the limit was not always enough
Target sequence (P61088 whole entry, looked up): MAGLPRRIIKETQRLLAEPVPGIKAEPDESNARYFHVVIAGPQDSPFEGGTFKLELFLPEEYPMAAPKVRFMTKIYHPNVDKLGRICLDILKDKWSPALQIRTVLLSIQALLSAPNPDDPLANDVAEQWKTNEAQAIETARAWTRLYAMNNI
697 NFkB inh: lowers PMA/ionomycin-induced NF-kB signal in 697 B cells | 697 B-cell NF-kB luciferase reporter, 16 h | inhibition, % at 4 µM | 0.33% of 330,000 active; in the data active = inhibition above about 35%
APJ antagonist: antagonists of human APJ apelin receptor; CHO-K1 APJ beta-arrestin complementation, luminescence; inhibition, % at 20 µM; P35414; 0.32% of 330,000 active; AID 2521;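 active = inhibition above about 40% at 20 µM, limit read from the data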;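 also: cells challenged with 10 nM apelin-13 agonist together with compound; plate controls were apelin-13 plus DMSO wells for no effect and DMSO wells lacking apelin-13 for full effect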
Target sequence (P35414 whole entry, looked up): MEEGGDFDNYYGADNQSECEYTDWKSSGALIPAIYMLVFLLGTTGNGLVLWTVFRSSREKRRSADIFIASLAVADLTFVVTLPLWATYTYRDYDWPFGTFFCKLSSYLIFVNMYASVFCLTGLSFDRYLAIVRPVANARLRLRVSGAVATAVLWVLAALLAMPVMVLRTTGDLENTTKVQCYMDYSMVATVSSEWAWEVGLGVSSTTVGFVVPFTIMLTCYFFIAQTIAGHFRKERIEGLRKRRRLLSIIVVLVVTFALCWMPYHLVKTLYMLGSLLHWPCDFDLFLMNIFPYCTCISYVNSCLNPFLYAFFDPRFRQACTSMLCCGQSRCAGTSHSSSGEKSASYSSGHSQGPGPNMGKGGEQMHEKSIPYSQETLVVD
Jurkat NFkB inh: lowers PMA/ionomycin-induced NF-kB signal in Jurkat cells; PMA/ionomycin-induced NF-kB luciferase reporter, luminescence; inhibition, % at 4 µM; 0.53% of 330,000 active; in the data active = inhibition above about 50%
CCR6 antag: antagonists of human CCR6 receptor | 0.49% of 340,000 active | inhibition, % at 20 µM | P51684 | CHO-K1 CCR6 PathHunter beta-arrestin, luminescence, CCL20-stimulated | AID 493098;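 active = compounds whose inhibition of the agonist-driven luminescence signal at 20 µM reaches about 50%, limit read from the data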;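 also: cells stimulated with CCL20 at 14 nM final; plate controls were DMSO with CCL20 for no effect and DMSO without agonist for full effect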
Target sequence (P51684 whole entry, looked up): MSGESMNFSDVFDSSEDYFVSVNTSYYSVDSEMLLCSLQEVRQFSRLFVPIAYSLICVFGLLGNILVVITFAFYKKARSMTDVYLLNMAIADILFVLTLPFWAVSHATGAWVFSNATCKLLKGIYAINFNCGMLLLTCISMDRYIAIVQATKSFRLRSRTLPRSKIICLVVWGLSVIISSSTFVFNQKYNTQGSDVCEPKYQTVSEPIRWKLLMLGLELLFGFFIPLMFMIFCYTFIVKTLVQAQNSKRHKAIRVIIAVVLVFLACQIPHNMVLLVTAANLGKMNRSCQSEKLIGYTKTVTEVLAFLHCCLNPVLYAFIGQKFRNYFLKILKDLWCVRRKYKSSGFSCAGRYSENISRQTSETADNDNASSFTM
* marks the source's active call; other numbers are inactive results; nt = not tested or not shown.

SMILES	EBI2 antag	Gli-Sufu block	CXCR6 inh	UBC13 inh	697 NFkB inh	APJ antagonist	Jurkat NFkB inh	CCR6 antag
N#Cc1cccc(NC(=O)CSc2nnc(-c3n[nH]c4ccccc34)o2)c1	0	-51	-7	1	-24	-12	-95	16
Nc1cc(Cl)ccc1N1CCCCC1	-4	-3	6	4	6	13	0	22
COc1ccc(C(=S)N2CCOCC2)cc1OC(=O)c1ccc(C)cc1	9	5	-2	-4	5	-5	-1	6
CNS(=O)(=O)c1cccc(C(=O)NCC(C)(C)N2CCCCC2)c1	-6	-13	-11	1	1	12	6	5
O=C(CCC(=O)c1ccc(F)cc1)OC1CCOC1=O (stereo not drawn)	0	-9	3	-6	-20	-23	-6	11
COc1cccc(/C=N/NC(N)=S)c1OS(=O)(=O)c1ccccc1	-3	9	-10	-1	-12	-2	-10	19
COCCN1Cc2c(sc(C)c2C)N(C(=O)c2ccccc2)C1	-4	-23	-3	3	-81	0	-42	-8
Cc1ccc(NC(=O)CSc2nccn2C)cc1S(=O)(=O)N1CCOCC1	-3	-9	-1	0	1	-6	2	13
Cn1c(=O)c(C(=O)NC2CCCCCC2)c(O)c2ccccc21	12	-33	-5	2	-52	-1	-98	10
CCC(CO)Oc1cc(NC(=O)c2cccc(C)c2)c2ncn(C(C)C)c2c1 (stereo not drawn)	4	-1	-3	14	-2	1	0	13
NS(=O)(=O)c1ccc(CCNC(=O)CN2CCCCCC2)cc1	-5	6	-1	-14	2	-16	-7	4
Cc1cc(N/C=C2\CCCCC2=O)no1	-13	-1	-1	-18	-42	-14	-15	-3
CCCn1nnc(NC(=O)COc2ccc(C3CCCCC3)cc2)n1	0	-1	1	2	-17	-13	-20	2
CC(C)C(NC(=O)c1ccc(Cl)cc1)C(=O)O (stereo not drawn)	-2	3	3	0	18	6	0	-2
COc1ccc2[nH]c(C(=O)N/N=C/c3ccccc3OC)cc2c1	1	-6	-2	-12	-18	-13	33	8
CC(CCc1ccccc1)NC(=O)c1ccncc1 (stereo not drawn)	1	10	0	4	0	-10	-6	11
COc1cc(-c2nnc3n2CCCCC3)cc(OC)c1OC	-7	1	-10	3	2	9	-8	5
CC(C)CC(c1nnnn1CCc1ccccc1)N1CCN(C(=O)c2ccco2)CC1 (stereo not drawn)	-4	0	3	-4	-29	3	-2	5
CCN(CC(=O)Nc1c(F)cccc1F)C(=O)c1ccc(=O)n(Cc2ccccc2)n1	8	1	24	-14	-31	21	1	40
CC1(C)CC2CC(C)(CN2CC(O)COc2ccccc2)C1 (stereo not drawn)	-14	-9	0	4	17	7	2	14
O=C(Nc1cc2c(cc1C(=O)O)OCCCO2)c1ccc(F)cc1F	-13	5	0	0	1	31	12	2
COC(=O)C1C/C(=N/NS(=O)(=O)c2ccc(C)cc2)CS1 (stereo not drawn)	3	-5	-6	-9	4	1	-2	-8
Cc1cc(C)c(O)c(-c2cc(C(=O)Nc3ccc(S(=O)(=O)N4CCOCC4)cc3)[nH]n2)c1	44	31	-2	1	-25	-17	15	4
Cc1cc(=O)[nH]c(N/N=C/c2sccc2C)n1	-6	-5	-1	-8	8	-7	-18	7
CCC(=O)NC(=S)Nc1ccc(NC(=O)c2cccc([N+](=O)[O-])c2C)cc1	-2	3	9	6	3	4	9	11
O=c1[nH]c(C(F)(F)F)nc2ccc3ccccc3c12	-19	-1	2	-7	2	-2	-12	3
Cc1ccc(Cn2ncc3c(N4CCN(C5CCCC5)CC4)ncnc32)cc1	7	-10	-1	-17	-4	-9	0	-1
O=C(Cn1c2ccc(F)cc2c2nc3n(c(=O)c21)CCS3)Nc1ccccc1C(F)(F)F	4	5	-17	-12	9	-3	-6	-3
CCOC(=O)C1=C(C)NC(=O)NC1c1ccc(-c2ccccc2F)o1 (stereo not drawn)	6	-3	-2	-12	-5	13	-14	-4
CN(CC(=O)Nc1cccc(F)c1)C(=O)c1ccc(COc2ccccc2)cc1	6	-3	-1	0	-29	-1	-13	7
COC(=O)CCCN1C(=O)NC(c2ccc(-c3ccccc3)cc2)C(C(=O)OCc2ccccc2)=C1C (stereo not drawn)	7	4	3	nt	-1	nt	nt	30
Cc1ccccc1NC(=O)C1CC(=O)N(Cc2ccccc2)C1 (stereo not drawn)	0	-6	-2	5	20	-4	1	9
O=C(NC1CCC(O)CC1)c1ccc(S(=O)(=O)NCc2ccco2)cc1 (stereo not drawn)	1	-69	-8	6	12	16	-1	8
CCN(CC)c1ccc(/C=N/NC(=O)c2cccc(S(=O)(=O)Nc3ccccc3OC)c2)c(O)c1	11	84*	12	-28	-34	-27	59*	6
CN(C)C(CNC(=O)C1CCN(S(=O)(=O)c2cccc(C(F)(F)F)c2)CC1)c1ccccc1 (stereo not drawn)	-2	-22	4	5	7	11	11	7
CCOC(=O)Cc1csc(NC(=O)c2cc(OC)cc(OC)c2)n1	4	-10	0	3	5	22	6	1

One compound at a time, as listed above:
Cc1ccc(Cn2ncc3c(N4CCN(C5CCCC5)CC4)ncnc32)cc1 is listed as EBI2 antag = 7; Gli-Sufu block = -10; CXCR6 inh = -1; UBC13 inh = -17; 697 NFkB inh = -4; APJ antagonist = -9; Jurkat NFkB inh = 0; CCR6 antag = -1
O=C(Cn1c2ccc(F)cc2c2nc3n(c(=O)c21)CCS3)Nc1ccccc1C(F)(F)F is listed as EBI2 antag = 4; Gli-Sufu block = 5; CXCR6 inh = -17; UBC13 inh = -12; 697 NFkB inh = 9; APJ antagonist = -3; Jurkat NFkB inh = -6; CCR6 antag = -3
Nc1cc(Cl)ccc1N1CCCCC1 is listed as EBI2 antag = -4; Gli-Sufu block = -3; CXCR6 inh = 6; UBC13 inh = 4; 697 NFkB inh = 6; APJ antagonist = 13; Jurkat NFkB inh = 0; CCR6 antag = 22

(list continues)
SMILES	EBI2 antag	Gli-Sufu block	CXCR6 inh	UBC13 inh	697 NFkB inh	APJ antagonist	Jurkat NFkB inh	CCR6 antag
CN1C(CC(=O)Nc2ccc(Br)cc2)c2ccccc2CC1(C)C (stereo not drawn)	3	76*	0	23	15	-7	8	7
CC1CC(C)CN(CC(=O)N2c3ccccc3CCc3ccccc32)C1 (stereo not drawn)	8	3	5	2	-5	5	1	3
COc1ccccc1OCC(=O)NCCCN1CCOCC1	-6	-7	-6	-4	5	-4	-12	5
Cc1cc(C)c2oc(C(=O)N(Cc3ccc(F)cc3)C3CCS(=O)(=O)C3)cc(=O)c2c1 (stereo not drawn)	-10	18	-4	12	-6	10	1	2
O=C1C(Cl)=C(Nc2ccc3cn[nH]c3c2)C(=O)c2ccccc21	42	-21	56*	nt	nt	nt	nt	78*
COC(=O)C1=C2SC(C)C(=O)N2C(N)=C(C#N)C1c1cc(OC)c(OC)c(OC)c1 (stereo not drawn)	5	2	2	0	8	13	9	9
COc1ccccc1CC(=O)Nc1ccc(OC)c(OC)c1	4	5	6	-10	1	-4	-14	-2
NC(=O)C1=C(N)c2ccccc2C1c1ccccc1 (stereo not drawn)	-22	-2	1	nt	nt	nt	nt	16
CCn1c(CCNS(=O)(=O)c2ccccc2Br)nnc1SC	-1	-8	-7	-1	5	-22	-3	9
OC(COCC(F)(F)C(F)(F)C(F)(F)C(F)F)Cn1c2ccc(Cl)cc2c2cc(Cl)ccc21 (stereo not drawn)	-10	4	-19	-3	-31	-18	-15	-29
Cn1c(C(=O)N2CCCC(C(=O)NCCN3CCOCC3)C2)cc2sccc21 (stereo not drawn)	-5	-5	3	5	5	-2	-7	-7
COCCNC(=S)N1CCC(c2nc(-c3ccc(N(C)C)cc3)no2)CC1	-5	21	-8	-4	-2	-2	-10	9
Cc1ccc(S(=O)(=O)Oc2ccc3c(c2)O/C(=C\c2cccnc2)C3=O)cc1	16	-1	4	4	10	-19	3	14
CCOC(=O)Nc1ccc2c(c1)N(C(=O)CCN(C)C)c1ccccc1S2	-6	6	5	-16	-12	-8	-21	-3
Cc1occc(=O)c1OCc1ccc(Cl)cc1Cl	12	-16	-7	5	1	16	1	-2
Cc1ccc(S(=O)(=O)N2CCCCC2)cc1NC(=O)c1cccs1	-27	-3	0	6	11	10	19	14
CCCCC(=O)Nc1cccc(NC(=O)c2cccnc2Cl)c1	4	1	-4	2	15	1	8	1
CCn1c(SCc2c(F)cccc2Cl)nnc1-c1ccco1	12	-5	8	1	-23	1	-24	10
CC1CN(Cc2ccccn2)CCC1=O (stereo not drawn)	-16	1	4	4	24	14	8	-2
Cc1ccc2[nH]c(=O)c(CN(CC3CCCO3)C(=O)c3ccncc3)cc2c1 (stereo not drawn)	-1	2	0	6	19	15	-2	8
CC1(C)Cc2ccccc2C(=C(C#N)C#N)N1	-5	7	-9	7	-14	16	-6	4
C/C(=N\NC(=O)c1cccnc1)c1cc2ccccc2o1	-3	-6	9	-4	10	24	-5	4
CC1(C)Cc2nc3sc(C(N)=O)c(N)c3cc2CO1	-6	-12	5	-5	-6	-13	-9	6
CC(=O)Nc1nnc(SCc2ccc(C(=O)Nc3ccccc3F)cc2)s1	9	-7	0	0	0	-5	-29	13
Nc1c(C(=O)CSc2nccn2-c2ccc(Cl)cc2)c(=O)[nH]c(=O)n1C1CC1	4	1	-1	-2	7	5	7	6
Cc1ccccc1C(=O)NCC(c1ccco1)N1CCc2ccccc21 (stereo not drawn)	7	-2	5	0	6	-61	8	-4
COc1ccc(CN2C(=O)c3cccnc3C2=O)cc1S(=O)(=O)NC(C)C	5	3	-19	6	8	19	12	-1
CCNC(=S)N(CCc1ccc(OC)c(OC)c1)Cc1cc2cc(OC)ccc2[nH]c1=O	-6	19	2	4	6	14	-11	2
CC(C)(C)c1ccc(OCc2ccc(C(=O)Nc3cccnc3)o2)cc1	15	-33	-12	-1	-72	19	10	-3
O=C1NC[C@H](Cc2ccccc2)N(C[C@H]2CCCN2C[C@H](Cc2ccccc2)N2C[C@H](Cc3ccc(O)cc3)N(CC3CCCCCC3)C(=O)C2=O)C1=O	2	0	13	nt	nt	nt	nt	9
CN(C(=O)COC(=O)Cc1c(Cl)cccc1Cl)C1CCS(=O)(=O)C1 (stereo not drawn)	-4	-12	-7	-3	26	0	-14	15
O=C1CN(c2nc(-c3cccnc3)nc3sc4c(c23)CCCC4)CCN1	-2	6	3	10	-23	11	-8	3
CCCNC(=O)c1ccc(N2CC3CC(C2)c2cccc(=O)n2C3)c(NC(=O)Nc2ccc(CC)cc2)c1 (stereo not drawn)	-4	21	4	12	6	-9	0	10
CCN1CCN(C(=O)c2ccc(CN(c3ccccc3)S(=O)(=O)c3ccccc3)cc2)CC1	-6	12	3	-13	-41	9	30	3
CCCCNc1c2c(nc3c(-c4ccccc4)c(C)nn13)CCC2	-26	6	3	20	-43	-1	-5	-14
N#C/C(C(N)=O)=C1/CCc2ccccc2N1	2	-7	4	2	-6	-3	11	-3
O=C(Nc1nc2ccccc2[nH]1)c1ccccc1O	-10	-41	7	15	-187	9	-61	23
CC(=O)C1=NOC2C(=O)N(c3ccc(Cl)cc3)C(=O)C12 (stereo not drawn)	8	3	4	0	-20	8	-23	2
COc1cccc(CN2CCN(CC(=O)Nc3ccccc3Cl)CC2)c1	5	-3	4	7	5	16	3	8
NC(=O)c1cccc2c(=O)oc3ccccc3c12	0	-9	0	-4	-4	8	3	1
COC(=O)C(NC(=O)CCc1nnc2ccc(N3CCCCC3)nn12)C(C)C (stereo not drawn)	-6	8	-12	0	10	21	-17	2
CC(=O)c1ccc(OCCNS(=O)(=O)c2ccc(-n3cnnn3)c(C)c2)cc1	-5	42	9	-10	-37	12	14	13
Cn1c(=O)c2[nH]c(Cc3ccsc3)nc2n(C)c1=O	6	4	1	nt	nt	nt	nt	2
O=C(NCc1cccnc1)c1cccc(S(=O)(=O)N2CCOCC2)c1	3	-2	10	-1	-12	5	7	9
CC(C)[C@H](NC(=O)OCc1ccccc1)C(=O)OCC(=O)N1CCN(c2ccccc2)CC1	4	6	-2	-4	-23	22	-15	3
COCCCNC(=O)C1c2ccccc2Oc2ccccc21	-8	6	-27	-6	9	9	6	-6
